Akt phos inh – Akt phosphorylation inhibition. activity change, % for hits at 50 µM. AID 651550. Neuro2A IGF-stimulated pAkt S473 HTRF, 20 min; active compounds read low. 360,000 tested, 0.32% active; in the data active means activity change below about -80%; inconclusive means mostly about -51% to -80%; further: on the % scale 0 is the no-effect control and ±100 the full control effect
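Neuro2A cells (4,500/well, DMEM with 0.5% FBS) were treated with compound at a single 50 µM final concentration, stimulated with 6 nM IGF for 20 min at 37 °C, and lysed. Phospho-Akt Ser473 was read by HTRF as 665/615 ratio ×10^4.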
EPAC2 antag – EPAC2 (human) antagonism | Q8WZA2 | EPAC2 GEF exchange of Rap1B-BODIPY-GDP, fluorescence | Potency, µM (highest dose often 114 µM), without a hit: at the top dose activity, negative = inhibition, usual class: inhibitors | 360,000 tested, 0.18% active | AID 720708; further: potency means the concentration at half of the fitted maximal effect; on the % scale 0 is the no-effect control and ±100 the full control effect; nearly all actives have a fitted effect of over 45% in size; many of its hits are not listed in these tables
Target sequence (Q8WZA2 whole entry, looked up): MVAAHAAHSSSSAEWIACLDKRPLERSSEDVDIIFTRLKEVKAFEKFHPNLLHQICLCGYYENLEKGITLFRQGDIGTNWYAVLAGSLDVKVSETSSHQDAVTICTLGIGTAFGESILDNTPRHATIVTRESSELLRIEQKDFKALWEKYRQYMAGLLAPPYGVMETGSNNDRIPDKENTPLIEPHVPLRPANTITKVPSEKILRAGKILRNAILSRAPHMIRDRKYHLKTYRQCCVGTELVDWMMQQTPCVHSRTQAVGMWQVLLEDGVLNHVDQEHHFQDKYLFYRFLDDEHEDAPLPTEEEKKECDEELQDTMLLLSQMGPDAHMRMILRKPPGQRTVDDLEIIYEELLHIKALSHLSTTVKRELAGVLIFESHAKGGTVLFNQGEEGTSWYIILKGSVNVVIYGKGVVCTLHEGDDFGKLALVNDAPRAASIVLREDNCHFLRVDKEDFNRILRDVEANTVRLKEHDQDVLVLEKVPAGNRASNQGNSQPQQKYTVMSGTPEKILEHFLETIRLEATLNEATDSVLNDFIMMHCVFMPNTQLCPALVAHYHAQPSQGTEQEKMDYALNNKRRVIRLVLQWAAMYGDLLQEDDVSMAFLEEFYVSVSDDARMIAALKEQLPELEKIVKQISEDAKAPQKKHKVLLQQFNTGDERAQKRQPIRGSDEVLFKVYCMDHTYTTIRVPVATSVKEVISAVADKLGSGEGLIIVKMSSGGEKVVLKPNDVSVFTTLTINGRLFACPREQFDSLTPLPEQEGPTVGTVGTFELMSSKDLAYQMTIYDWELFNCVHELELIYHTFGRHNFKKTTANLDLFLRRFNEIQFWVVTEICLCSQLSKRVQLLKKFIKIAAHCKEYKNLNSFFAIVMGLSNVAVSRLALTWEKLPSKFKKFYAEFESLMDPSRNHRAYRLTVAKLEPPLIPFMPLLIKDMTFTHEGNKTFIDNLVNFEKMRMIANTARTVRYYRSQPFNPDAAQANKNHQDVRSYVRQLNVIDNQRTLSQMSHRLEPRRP
EPAC2 agonist – agonists of human EPAC2 (RAPGEF4) | 360,000 tested, 0.079% active | AID 720711 | EPAC2 activation, biochemical qHTS; response scale: 100% = 6.5 mM cAMP response | Q8WZA2 | Potency, µM (series often up to 154 µM), for the others: top-dose activation, most hits filed as activators; further: potency means the concentration at half of the fitted maximal effect; nearly all actives have a fitted effect of over 50% in size
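Setup: EPAC2 100 nM, labeled Rap1B complex 250 nM, free GDP 50 uM. Compound titrations pinned in, brief spin, 5 min room temperature incubation. Kinetic fluorescence read over 30 min, normalized to 6.5 mM cAMP.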
* hit, by the source's call. Unless noted, the call rests on the fitted dose curve; in most records, active means well fitted curve in the direction sought with a large enough effect; inconclusive means small, poorly fitted or top-dose-only effect, or another doubt; inactive means no such curve, though single readings can be large; an effect the other way counts as inactive or inconclusive. This is a subset; rates above refer to the full screens.

`CSCc1cc(C(=O)NCCN2CCOCC2)c(N)s1` gave Akt phos inh inactive, EPAC2 antag 1% and EPAC2 agonist 11%.
Screening CC(C)C(C(=O)NCc1ccccc1)N1CCN(c2ccccc2F)CC1 (stereo unspecified) returned Akt phos inh inactive, EPAC2 antag 2% and EPAC2 agonist 1%.
Screening CSCCC(c1nc2ccccc2[nH]1)n1c(=O)c(-c2cccnc2)nc2ccccc21 (stereo unspecified) returned Akt phos inh inactive, EPAC2 antag -15% and EPAC2 agonist -2%.
For COc1ccc(C(C(=O)NC(C)(C)C)n2c(=O)c(-c3ccco3)nc3ccccc32)cc1 (stereo unspecified) the results were Akt phos inh inactive, EPAC2 antag -14% and EPAC2 agonist 4%.
For O=C(N[C@@H]1CC[C@@H](CCn2cc(-c3ccccc3)nn2)O[C@@H]1CO)c1cnccn1 the results were Akt phos inh inactive, EPAC2 antag 16% and EPAC2 agonist 15%.
For CCCc1nc2ccccc2n1C(CCSC)C(=O)NC(C)(C)C (stereo unspecified) the results were Akt phos inh inactive, EPAC2 antag 4% and EPAC2 agonist -4%.
`CCC(c1nc2ccccc2[nH]1)n1c(=O)c(-c2cccs2)nc2ccccc21` (stereo unspecified) gave Akt phos inh inactive, EPAC2 antag inconclusive and EPAC2 agonist 11%.
O=C(C[C@@H]1CC[C@@H](NC(=O)Nc2cccc(F)c2)[C@@H](CO)O1)NCC1CCCCC1 was read as Akt phos inh inactive, EPAC2 antag 9% and EPAC2 agonist 1%.
For CCOC(=O)CC1(CCc2ccccc2)Oc2ccccc2N1S(=O)(=O)c1ccc(C)cc1 (stereo unspecified) the results were Akt phos inh inactive, EPAC2 antag -21% and EPAC2 agonist 9%.
CC(C)NC(=O)C1C(c2ccc(C(F)(F)F)cc2)=Nc2ccccc2N1C(=O)c1cccc(C(F)(F)F)c1 (stereo unspecified) was read as Akt phos inh inactive, EPAC2 antag -8% and EPAC2 agonist -12%.
Screening CC(C)NC(=O)C1(C)CSCC(=O)N1Cc1ccco1 (stereo unspecified) returned Akt phos inh inactive, EPAC2 antag -10% and EPAC2 agonist 4%.
For CO[C@H]1CN(C)C(=O)c2ccc(NC(=O)c3ccc4c(c3)OCO4)cc2OC[C@H](C)N(CC2CC2)C[C@@H]1C the results were Akt phos inh inactive, EPAC2 antag -8% and EPAC2 agonist 5%.
`CCCCNC(=O)C(NC(=O)c1cccnc1OC)C(=O)c1ccccc1` (stereo unspecified) gave Akt phos inh inactive, EPAC2 antag -2% and EPAC2 agonist 0%.
O=C(NCC[C@@H]1CC[C@@H](NC(=O)c2cnccn2)[C@@H](CO)O1)c1ccc2c(c1)OCO2 was read as Akt phos inh inactive, EPAC2 antag 12% and EPAC2 agonist 2%.
For O=C(NCc1cccc(C(F)(F)F)c1)C1C(=O)Nc2ccccc2C(=O)N1Cc1ccccc1 (stereo unspecified) the results were Akt phos inh inactive, EPAC2 antag -10% and EPAC2 agonist 15%.

Of the compounds above, these contain a CF3 group.
CC(C)NC(=O)C1C(c2ccc(C(F)(F)F)cc2)=Nc2ccccc2N1C(=O)c1cccc(C(F)(F)F)c1 (stereo unspecified) was read as Akt phos inh inactive, EPAC2 antag -8% and EPAC2 agonist -12%.
For O=C(NCc1cccc(C(F)(F)F)c1)C1C(=O)Nc2ccccc2C(=O)N1Cc1ccccc1 (stereo unspecified) the results were Akt phos inh inactive, EPAC2 antag -10% and EPAC2 agonist 15%.

Remaining list, next part.
CC1(C(=O)NCc2ccccc2)CN(S(C)(=O)=O)CC(=O)N1CCCN1CCOCC1 (stereo unspecified) was read as Akt phos inh inactive, EPAC2 antag 6% and EPAC2 agonist 2%.
CCOC(=O)N1CCN(C(=O)C[C@@H]2C[C@@]3(C(=O)OC)CC(C)(C)CC=C3N(Cc3ccco3)C2=O)CC1 was read as Akt phos inh inactive, EPAC2 antag 2% and EPAC2 agonist -3%.
Screening COc1ccc(N2C(=O)c3ccccc3NC(=O)C2C(=O)Nc2ccc3c(c2)OCCO3)cc1 (stereo unspecified) returned Akt phos inh inactive, EPAC2 antag 8% and EPAC2 agonist 7%.
CCCCNC(=O)C[C@@H]1C[C@@]2(C(=O)OC)CCCCC=C2N(CCc2ccc(OC)c(OC)c2)C1=O was read as Akt phos inh inactive, EPAC2 antag -1% and EPAC2 agonist 8%.
For COC(=O)[C@@]12C[C@@H](CC(=O)NCc3ccc(OC)c(OC)c3)C(=O)N(Cc3ccco3)C1=CCC(C)(C)C2 the results were Akt phos inh inactive, EPAC2 antag inconclusive and EPAC2 agonist -6%.
Screening CCCCNC(=O)C[C@@H]1C[C@@]2(C(=O)OC)CC(C)(C)CC=C2N(Cc2ccco2)C1=O returned Akt phos inh inactive, EPAC2 antag 2% and EPAC2 agonist 0%.
Screening COc1ccccc1C(C(=O)c1ccccc1)c1ccc2ccccc2c1 (stereo unspecified) returned Akt phos inh inactive, EPAC2 antag -23% and EPAC2 agonist 7%.
CCCc1nc2ccccc2n1C(C(=O)NC(C)(C)C)C1CC1 (stereo unspecified) was read as Akt phos inh inactive, EPAC2 antag 2% and EPAC2 agonist 5%.
Screening CC(C(=O)NC1CCCC1)n1c(C2CCCC2)nc2ccccc21 (stereo unspecified) returned Akt phos inh inactive, EPAC2 antag 4% and EPAC2 agonist 7%.
Screening COc1ccc(C(=O)C(=O)N2CCN(C(=O)OCc3ccccc3)CC2)cc1 returned Akt phos inh inactive, EPAC2 antag 0% and EPAC2 agonist 8%.
`COC(=O)C[C@@H]1C=C[C@H](NC(=O)c2ccccc2)[C@@H](CO)O1` gave Akt phos inh inactive, EPAC2 antag 0% and EPAC2 agonist 0%.
`CC1(C(=O)NCc2ccccc2)CSCC(=O)N1Cc1cccc(F)c1` (stereo unspecified) gave Akt phos inh inactive, EPAC2 antag -21% and EPAC2 agonist 4%.
COC(=O)C[C@H]1C=C[C@@H](NC(=O)Nc2cccc(OC)c2)[C@@H](CO)O1 was read as Akt phos inh inactive, EPAC2 antag 3% and EPAC2 agonist 0%.
Screening O=C(NCc1ccccc1)C1C(=O)Nc2ccccc2C(=O)N1C1CCCC1 (stereo unspecified) returned Akt phos inh inactive, EPAC2 antag -6% and EPAC2 agonist 8%.
For CC(C)C(C(=O)NC1CCCC1)N1CCC(O)(c2ccc(Cl)cc2)CC1 (stereo unspecified) the results were Akt phos inh inactive, EPAC2 antag -8% and EPAC2 agonist -1%.
Screening CSCCC(C(=O)NC1CCCC1)n1c(C2CCCC2)nc2ccccc21 (stereo unspecified) returned Akt phos inh inactive, EPAC2 antag 7% and EPAC2 agonist 5%.
`CO[C@H]1CN(C)C(=O)c2ccc(NC(=O)NC(C)C)cc2OC[C@H](C)NC[C@H]1C` gave Akt phos inh inactive, EPAC2 antag 6% and EPAC2 agonist 9%.
Screening COC(=O)[C@@]12C[C@@H](CC(=O)N3CCSCC3)C(=O)N(Cc3ccc4c(c3)OCO4)C1=CCC(C)(C)C2 returned Akt phos inh inactive, EPAC2 antag -15% and EPAC2 agonist 4%.
`Cc1cc2c(cc1C)-n1nnnc1C(N1CCN(c3ccccn3)CC1)C(c1ccc3c(c1)OCO3)=N2` (stereo unspecified) gave Akt phos inh inactive, EPAC2 antag 0% and EPAC2 agonist 7%.
`CC(C)c1cn(CC[C@@H]2CC[C@H](NS(=O)(=O)c3ccc(F)cc3)[C@@H](CO)O2)nn1` gave Akt phos inh inactive, EPAC2 antag 10% and EPAC2 agonist 10%.
Screening COc1ccc2c(c1)[C@]1(C[C@H](O)CO1)C(=O)N2C returned Akt phos inh inactive, EPAC2 antag 4% and EPAC2 agonist 0%.
Screening CN1C(=O)C(c2cn(C)c3ccccc23)(c2cn(C)c3ccccc23)c2cc(Br)ccc21 returned Akt phos inh inactive, EPAC2 antag 1% and EPAC2 agonist 11%.
`CCCCCNC(=O)C(c1ccncc1)n1c(=O)c(-c2cc3ccccc3[nH]2)nc2ccccc21` (stereo unspecified) gave Akt phos inh inactive, EPAC2 antag -11% and EPAC2 agonist -3%.
COC(=O)[C@@]12C[C@@H](CC(=O)NCc3cccs3)C(=O)N(Cc3ccccc3)C1=CCC(C)(C)C2 was read as Akt phos inh inactive, EPAC2 antag -19% and EPAC2 agonist 11%.
For COC(=O)C1=CN(c2ccc(C)cc2)C(N)=C(C#N)C1c1ccccc1F (stereo unspecified) the results were Akt phos inh inactive, EPAC2 antag inconclusive and EPAC2 agonist 11%.
For COc1ccc(C2=Nc3ccccc3N(C(=O)c3cccnc3)C2C(=O)NC(C)(C)C)cc1 (stereo unspecified) the results were Akt phos inh inactive, EPAC2 antag 7% and EPAC2 agonist 9%.
`CC(C)NC(=O)C1C(c2ccc(C(F)(F)F)cc2)=Nc2ccccc2N1C(=O)c1ccco1` (stereo unspecified) gave Akt phos inh inactive, EPAC2 antag -14% and EPAC2 agonist -3%.
For Cc1ccc(S(=O)(=O)N2C(c3ccc(Cl)c(Cl)c3)CC=C(C(=O)O)C2c2ccc(Cl)cc2)cc1 (stereo unspecified) the results were Akt phos inh inactive, EPAC2 antag 63µM* and EPAC2 agonist -7%.
Screening COc1ccccc1OCCn1nc2ccccc2c1OC returned Akt phos inh inactive, EPAC2 antag -10% and EPAC2 agonist 13%.
`CC(C)(C)NC(=O)C(c1cc2ccccc2o1)n1c(-c2ccc(-c3ccccc3)cc2)nc2ccccc21` (stereo unspecified) gave Akt phos inh inactive, EPAC2 antag -3% and EPAC2 agonist 10%.
Screening O=C(C(=O)N1CCN(CCN2CCOCC2)CC1)c1ccccc1 returned Akt phos inh inactive, EPAC2 antag 3% and EPAC2 agonist 6%.
Screening O=c1cccc(-c2ccc3ccccc3c2)o1 returned Akt phos inh inactive, EPAC2 antag inconclusive and EPAC2 agonist 6%.
Screening COC(=O)C(C(=O)OC)c1ccccc1CNS(=O)(=O)c1ccc(C)cc1 returned Akt phos inh inactive, EPAC2 antag -3% and EPAC2 agonist 5%.
`COC(=O)/C=C1\OCc2cc(OCc3ccccc3)ccc21` gave Akt phos inh inactive, EPAC2 antag -16% and EPAC2 agonist 5%.
COC(=O)[C@@]12C[C@@H](CC(=O)NCC3CCCCC3)C(=O)N(Cc3cccc4ccccc34)C1=CCC(C)(C)C2 was read as Akt phos inh inactive, EPAC2 antag 11% and EPAC2 agonist 1%.
For C[C@@]12CC[C@@H](C3=C(CCC3)C1)N2c1ccccc1 the results were Akt phos inh inactive, EPAC2 antag 3% and EPAC2 agonist 3%.
For O=C(C[C@@H]1C=C[C@H](NS(=O)(=O)c2ccccc2F)[C@@H](CO)O1)NCCCN1CCOCC1 the results were Akt phos inh inactive, EPAC2 antag 6% and EPAC2 agonist 2%.
Screening O=C(NC1CCCCC1)c1nc(-c2c(F)cccc2F)oc1-c1ccccc1 returned Akt phos inh inactive, EPAC2 antag -1% and EPAC2 agonist 4%.
`O=C(NCC[C@H]1CC[C@H](NS(=O)(=O)c2ccccc2F)[C@@H](CO)O1)c1ccc(F)cc1` gave Akt phos inh inactive, EPAC2 antag -11% and EPAC2 agonist 7%.
Screening FC(F)(F)c1cc(Cc2nc3ccccc3n2C(CCc2ccccc2)c2nc3ccccc3[nH]2)cc(C(F)(F)F)c1 (stereo unspecified) returned Akt phos inh inactive, EPAC2 antag -7% and EPAC2 agonist 1%.
Cn1cc([C@]2(O)C(=O)Nc3ccccc32)c2ccccc21 was read as Akt phos inh inactive, EPAC2 antag inconclusive and EPAC2 agonist 0%.
For CSCCC(C(=O)NC1CCCC1)n1c(C2CC2)nc2ccccc21 (stereo unspecified) the results were Akt phos inh inactive, EPAC2 antag -9% and EPAC2 agonist 17%.

Grouped by structure: the entries above containing a furan ring, fused or not.
For COc1ccc(C(C(=O)NC(C)(C)C)n2c(=O)c(-c3ccco3)nc3ccccc32)cc1 (stereo unspecified) the results were Akt phos inh inactive, EPAC2 antag -14% and EPAC2 agonist 4%.
Screening CC(C)NC(=O)C1(C)CSCC(=O)N1Cc1ccco1 (stereo unspecified) returned Akt phos inh inactive, EPAC2 antag -10% and EPAC2 agonist 4%.
CCOC(=O)N1CCN(C(=O)C[C@@H]2C[C@@]3(C(=O)OC)CC(C)(C)CC=C3N(Cc3ccco3)C2=O)CC1 was read as Akt phos inh inactive, EPAC2 antag 2% and EPAC2 agonist -3%.
For COC(=O)[C@@]12C[C@@H](CC(=O)NCc3ccc(OC)c(OC)c3)C(=O)N(Cc3ccco3)C1=CCC(C)(C)C2 the results were Akt phos inh inactive, EPAC2 antag inconclusive and EPAC2 agonist -6%.
Screening CCCCNC(=O)C[C@@H]1C[C@@]2(C(=O)OC)CC(C)(C)CC=C2N(Cc2ccco2)C1=O returned Akt phos inh inactive, EPAC2 antag 2% and EPAC2 agonist 0%.
`CC(C)NC(=O)C1C(c2ccc(C(F)(F)F)cc2)=Nc2ccccc2N1C(=O)c1ccco1` (stereo unspecified) gave Akt phos inh inactive, EPAC2 antag -14% and EPAC2 agonist -3%.
`CC(C)(C)NC(=O)C(c1cc2ccccc2o1)n1c(-c2ccc(-c3ccccc3)cc2)nc2ccccc21` (stereo unspecified) gave Akt phos inh inactive, EPAC2 antag -3% and EPAC2 agonist 10%.

Source: PubChem (National Center for Advancing Translational Sciences (NCATS))
